Screens from PubChem.
aSyn tox rescue: rescues yeast growth from alpha-synuclein toxicity; S. cerevisiae alpha-synuclein toxicity rescue, BacTiter-Glo growth, 24 h; Potency, µM (highest dose often 46.1 µM), inactives show at the top dose growth rescue (activation), usual class: activators; 94,000 tested, 0.02% active; active = well fitted activation curve with a large enough effect; inconclusive = small, poorly fitted or top-dose-only effect; also: 0% is about no effect
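Growth restoration measured by BacTiter-Glo luminescence after 24 hr at 30 deg C; alpha-synuclein yeast, raffinose-pregrown to mid-log, were added at OD600=0.02 in galactose medium onto pinned compounds.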
* = called active by the depositor; ? = inconclusive; [ ] = another dose, or the depositor's remark. Potency is read from the fitted curve at half-maximal effect. The list is partial. The share of hits here may be higher or lower than overall.

Start of the listing, in advance, four compounds:
SMILES	aSyn tox rescue
O=S(=O)(Nc1ccc(F)cc1F)c1ccc(Br)s1	-3.6%
CCc1nn2c(=O)cc(COc3ccc(/C=C(\C#N)C(=O)Nc4ccc(C)cc4)cc3)nc2s1	-9.2%
Cc1ccc(-n2ncc3c(N4CCC(Cc5ccccc5)CC4)ncnc32)cc1	3.6%
S=C(NCCc1c[nH]c2ccccc12)NC1CCCCC1	0.7%

All compounds of this part, from the start:
SMILES	aSyn tox rescue
O=S(=O)(Nc1ccc(F)cc1F)c1ccc(Br)s1	-3.6%
CCc1nn2c(=O)cc(COc3ccc(/C=C(\C#N)C(=O)Nc4ccc(C)cc4)cc3)nc2s1	-9.2%
Cc1ccc(-n2ncc3c(N4CCC(Cc5ccccc5)CC4)ncnc32)cc1	3.6%
S=C(NCCc1c[nH]c2ccccc12)NC1CCCCC1	0.7%
CCN(CC(=O)NC(C)(C)C)C(=O)COc1c(Cl)cc(Cl)c2ccc(C)nc12	10.8%
CC(=O)c1ccccc1C(=O)N1CCC(CCC(=O)NCc2ccc(F)cc2)CC1	12.0%
COc1cc(C=NNc2ccccc2)ccc1OC(=O)c1ccccc1	-1.4%
Nc1ccc(-c2ncc(-c3ccccc3)o2)cc1	-14.8%
Cc1onc(-c2ccccc2)c1CNC(=O)Nc1ccccc1	-10.8%
CCOc1cc(CN2CCN(S(=O)(=O)Cc3ccccc3)CC2)ccc1OC	1.0%
COc1ccc(Cn2nnc3c(=O)[nH]c(C4CCCN(C(=O)c5ccccc5Cl)C4)nc32)cc1OC (stereo unspecified)	-6.0%
Cc1ccc(C)c(-c2cc(C(=O)Nc3cccc(C(=O)O)c3)c3ccccc3n2)c1	3.8%
Cc1cccnc1NC(=O)CNC(=O)COc1ccccc1	-6.6%
NC(=O)c1ccc(Cl)c2ccccc12	1.2%
Cc1ccc(C(=O)OCC(=O)N2CCCc3ccccc32)cc1C	10.3%
Cc1cc(C)cc(OCCSc2nc(-c3cccs3)nc3cc(=O)[nH]n23)c1	4.6%
CCOC(=O)c1cnc2cc(-c3ccc(C)cc3)nn2c1C	-0.9%
CC(=O)c1ccccn1	1.7%
COC(=O)c1c(-c2ccc(Cl)cc2)noc1N1CCN(c2cccc(C)c2C)CC1	-4.4%
COc1cccc(C2=NOC(C(=O)Nc3cc(C)on3)C2)c1 (stereo unspecified)	12.2%
Cc1ccc(NC(=O)CN(C)S(=O)(=O)c2cccc3nsnc23)c(C)c1	-3.1%
O=C(Nc1cccnc1)c1cccc(F)c1	-12.1%
Clc1ccccc1CNCc1ccc2c(c1)OCO2	0.1%
COc1ccc(NC(=O)c2cccc(N3CCCS3(=O)=O)c2)c(OC)c1	5.1%
COc1ccc(NC(=O)Oc2cc(C)ccc2C(C)C)cc1	3.3%

Retrieved one by one from the list above, two records:
SMILES	aSyn tox rescue
Cc1onc(-c2ccccc2)c1CNC(=O)Nc1ccccc1	-10.8%
Cc1ccc(NC(=O)CN(C)S(=O)(=O)c2cccc3nsnc23)c(C)c1	-3.1%

An excerpt of these results, bar-delimited:
SMILES | aSyn tox rescue
O=C(Nc1cccnc1)c1cccc(F)c1 | -12.1%
COc1ccc(Cn2nnc3c(=O)[nH]c(C4CCCN(C(=O)c5ccccc5Cl)C4)nc32)cc1OC (stereo unspecified) | -6.0%
COc1ccc(NC(=O)c2cccc(N3CCCS3(=O)=O)c2)c(OC)c1 | 5.1%
Cc1ccc(-n2ncc3c(N4CCC(Cc5ccccc5)CC4)ncnc32)cc1 | 3.6%

(list continues)
SMILES	aSyn tox rescue
COc1cccc(CSC(C(=O)O)c2ccccc2)c1 (stereo unspecified)	7.6%
CC(=O)Oc1[nH]c(=O)c2cccc3c2c1CCC3	9.6%
COc1ccc(NC(=O)CSC2=Nc3ccccc3N=C(c3ccc(F)cc3)C2)cc1OC	-12.2%
O=[N+]([O-])c1ccc(Cc2nnc(-c3ccccc3Cl)o2)cc1	-0.2%
Cc1ccc(C(=O)N(Cc2ccco2)c2ccccn2)cc1	-4.9%
O=c1cc(N2CCN(c3ccc(F)cc3)CC2)[nH]c(=O)n1Cc1ccc(F)cc1	4.7%
COc1cccc(N2CCN(c3ccc(N4C(=O)CCC4=O)cc3[N+](=O)[O-])CC2)c1	-8.4%
CC(NC(=O)NC1CCCCC1)C(c1cccs1)N1CCOCC1 (stereo unspecified)	-3.5%
NC1=NC2(CCCC2)N=C(Nc2ccccc2)N1	-3.7%
Cc1ccc(S(=O)(=O)N(C)CC(=O)OCC(=O)NC(=O)NC(C)C)cc1	-1.8%
COCCNC(=O)CSc1ccccc1C(=O)NC1CCCc2ccccc21 (stereo unspecified)	0.2%
COc1ccc(/C=C(\C)c2nc(C)c(-c3ccccc3)c(=O)[nH]2)cc1	9.2%
Cc1ccc(N(C)S(=O)(=O)c2ccc(-c3cnc(C4CC4)o3)cc2)cc1	?
c1ccc(CN2CCC(N3CCN(Cc4ccc5c(c4)OCO5)CC3)CC2)cc1	-3.0%
Cc1ccccc1CNC(=O)CCCn1c(=O)c2cccn2c2cccnc21	-4.6%
Cc1ccc(C(=O)Nc2nnc(S(=O)(=O)Nc3ccccc3C)s2)cc1C	-9.1%
COc1ccc(OCC(=O)Nc2ccc(Cl)c(-c3nc4ncccc4o3)c2)cc1	-8.8%
COC(=O)c1sccc1S(=O)(=O)N(CC(=O)NCc1ccc(C)cc1)c1ccc(C)cc1	0.7%
C[C@@H]1CN([C@H](C)CO)C(=O)CCCn2nncc2CO[C@@H]1CN(C)S(=O)(=O)c1cn(C)cn1	-7.8%
COc1ccc(OC)c(NC(=O)Cn2c(=O)cc(-c3ccccc3)c3c(C)nn(C)c32)c1	7.9%
O=C(CSC1=NS(=O)(=O)c2ccccc2N1)Nc1ccc(F)cc1	-6.8%
O=C(COC(=O)c1c2c(nc3ccccc13)CCCCC2)c1ccc(Cl)s1	-30.4%[inhibitor]
CN(Cc1ccccc1)C(=O)CCS(=O)(=O)c1cc2c(cc1Cl)NC(=O)CO2	-4.5%
CCN(CC)CCCNC(=O)c1cnc(SC)nc1-c1ccccc1	-7.5%
COc1cc2cc(C#N)c(SCC(=O)Nc3cc(C)on3)nc2cc1OC	-1.5%
(cont.)
SMILES	aSyn tox rescue
CCN(CC)C(=O)C1=C(C)N(Cc2ccc(C(C)(C)C)cc2)C(=O)C(CC(=O)NCCN2CCOCC2)C1 (stereo unspecified)	0.8%
CCOCCCn1c(SCC(=O)Nc2ccc(C)cc2)nc2ccccc2c1=O	6.7%
Cc1ccc(NC(=O)c2ccc(S(=O)(=O)C(F)F)cc2)c(C)c1	-0.4%
CCOC(=O)C1C2C=CC3(CN(c4cccc(Cl)c4)C(=O)C13)O2 (stereo unspecified)	-3.5%
CCOC(=O)Cn1c(=O)n(C2CCCCC2)c2nc(-c3ccc(OC)cc3)nc(C(N)=O)c21	-48.8%[inhibitor]
CCOc1ccccc1NS(=O)(=O)c1cc2[nH]c(=O)c(=O)[nH]c2cc1C	-0.7%
Cc1ccccc1OCC(=O)Nc1ccc(C(=O)OCc2cc(=O)n3c(C)csc3n2)cc1	-15.2%
COc1ccc(NC(=O)C(C)n2nc(-c3cc(C)ccc3C)c3c(c2=O)CCCC3)cc1 (stereo unspecified)	7.3%
O=C(NCc1ccc(-c2csnn2)cc1)c1cccs1	-1.8%
CCOC(=O)c1c(C)c(-c2ccccc2)n(CC(=O)NCc2ccccc2)c1C	-1.3%
COc1ccc2nc(NC(=O)CSC(C)C(=O)Nc3cc(C)on3)sc2c1 (stereo unspecified)	6.1%
Cc1cc(N2CCN(c3cccc(C)c3C)CC2)n2nc(C)c(-c3ccc(Cl)cc3)c2n1	4.0%
CCOc1ccc(CCNC(=O)c2cnc3sc(N4CCC(C)CC4)nn3c2=O)cc1	8.6%
COc1ccccc1C(=O)Nc1nc(-c2ccccc2)ns1	-10.6%
CCc1ccccc1NC(=O)C1CCCN(c2nnc(-n3c(C)ccc3C)s2)C1 (stereo unspecified)	-6.1%
Cc1ccc(-n2ccn(CC(=O)NCCc3ccccc3)c(=O)c2=O)cc1C	3.2%
COC(=O)c1cc(NC(=O)c2cccc(C(F)(F)F)c2)c(=O)oc1C	0.3%
Cc1ccc(-c2nn(-c3ccccc3)c3c2cnc2ccccc23)cc1C	-5.3%
Cc1cccc(C(=O)NCCNC(=O)c2cccnc2)c1	-8.6%
COc1ccc(CCN2CCC(CNC(=O)c3cnn(-c4cccc(Cl)c4)c3C3CCN(C(=O)OC(C)(C)C)CC3)CC2)cc1	1.3%
CCN(CCCNC(=O)c1c(C)oc2ncn(CC(C)C)c(=O)c12)Cc1ccccc1	-0.4%
O=S(=O)(c1ccccc1)c1nc(-c2ccco2)oc1SCc1ccc(F)cc1	-2.6%
C[C@H]1CN([C@@H](C)CO)S(=O)(=O)c2ccc(Br)cc2O[C@H]1CN(C)Cc1ccccc1	9.8%
Cc1cc(S(=O)(=O)N2CCOCC2)ccc1OCC(=O)Nc1ccc(Br)cc1F	9.7%
CCC(C(=O)Nc1ccccc1)n1nc(-c2cc(C)ccc2C)ccc1=O (stereo unspecified)	10.6%
Further entries follow:
SMILES	aSyn tox rescue
CC(C)Oc1ccc(S(=O)(=O)N2CCCCC2)cc1NC(=O)CN1C(=O)NC2(CCCC2)C1=O	3.8%
Cc1cc(NC(=O)c2ccccc2)c(Cl)cc1N	0.0%
CCN1C(=O)c2ccccc2S(=O)c2ccc(C(=O)N3CCN(c4cccc(Cl)c4)CC3)cc21 (stereo unspecified)	22.4%
Clc1ccc(-c2cc3ncc4c(n3n2)-c2ccccc2OC4)cc1	-8.8%
Cc1cccc(C)c1NC(=O)CN(C)C(=O)COc1cccc2c1OC(C)(C)C2	7.3%
CCOCCCn1c(SCC(=O)Nc2ccccc2Cl)nc2c(oc3ccccc32)c1=O	4.4%
NC(=O)COC(=O)c1ccccc1SCC(=O)NC1CCCCCCC1	-1.1%
Cc1nc2cc(-c3cccc(F)c3)nn2c(C)c1CCC(=O)N1CCN(c2ccc(F)cc2)CC1	?
Cc1ccccc1Nc1c(-c2ccccc2O)nc2sccn12	-9.0%
CCOC(=O)c1cc(-c2ccccc2)n(CCC(=O)NCCc2cccc(C)c2)c1C	?
COc1ccc(CNC(=O)c2ccc3c(c2)N(Cc2cc(C)ccc2C)C(=O)CS3)cc1	2.9%
COC(=O)c1c(Oc2ccc(Br)cc2)nnc(-c2ccccc2)c1-c1ccccc1	-17.4%
CCOc1ccc(-c2cc3c(=O)n(CC(=O)Nc4cc(F)ccc4C)ccn3n2)cc1	-1.0%
CCN(c1ccccc1)S(=O)(=O)c1nnc(NC(=O)C(C)Oc2ccccc2)s1 (stereo unspecified)	8.7%
CSc1ccc(-c2nc(CN3CCCCC3c3cccnc3)c(C)o2)cc1 (stereo unspecified)	10.0%
Cc1ccc(NC(=O)Cn2cnc3sc(C(=O)O)c(C)c3c2=O)cc1Cl	-6.4%
O=c1[nH]c(SCc2ccc(Br)cc2)nc2c1CCCC2	2.3%
O=C(NCc1ccccc1Cl)c1ccc(CSCc2ccccc2Cl)o1	-8.6%
COc1ccc(S(=O)(=O)N(C)C)cc1NC(=O)c1ccc(OCC2CCCO2)cc1 (stereo unspecified)	-13.5%
CC(C)c1ccc(/C=C2\SC(N3CCOCC3)=NC2=O)cc1	0.4%
O=C(Nc1nc(-c2ccccn2)cs1)c1ccc([N+](=O)[O-])o1	15.7%
CCOC(=O)c1c(C)oc2nc(C)nc(N3CCN(c4ccccc4)CC3)c12	7.1%
O=C(Nc1ccc2c(c1)OCCO2)N1CCN(Cc2ccccc2)CC1	-3.0%
C[C@@H]1Cn2cnc(C(=O)N[C@@H](Cc3c[nH]c4ccccc34)C(=O)OC(C)(C)C)c2C(=O)N1	-8.5%
O=C1COc2ccc(C(=O)COC(=O)c3ncc(Cl)c(Cl)c3Cl)cc2N1	0.9%
Next compounds follow.
SMILES	aSyn tox rescue
Cc1nc2sccn2c(=O)c1S(=O)(=O)Nc1ccc(N2CCOCC2)cc1	?
O=C(NCc1ccc(Cl)cc1)c1csc(-c2cccnc2)n1	0.9%
Cc1cc(C)c2c(n1)nn1c(C)c(CCC(=O)NCc3ccc(Cl)cc3)c(C)nc21	-11.2%
CC(C)N(C(=O)COC(=O)Cn1cnc2ccccc21)c1ccccc1	3.6%
CCCOc1ccc(C2C(=O)N(C3CCCCCC3)CC(=O)N2Cc2ccc(OC)cc2)cc1OC (stereo unspecified)	-2.9%
C=CCSc1nnc(-c2c[nH]c3ccccc23)n1CC	-7.3%
COc1ccc(CNC(=O)Cc2coc3ccc(C)cc23)cc1	7.2%
CC1CCN(S(=O)(=O)c2ccc(C(=O)NC3CCS(=O)(=O)C3)cc2)CC1 (stereo unspecified)	-1.3%
CCOc1ccccc1NC(=O)Cn1c(=O)n(C(C)C)c(=O)c2oc3ccccc3c21	-4.6%
CCc1cc(=O)[nH]c(SCC(=O)NCc2ccc3c(c2)OCO3)n1	-1.1%
CCOC(=O)Cc1csc(NC(=O)c2ccc3ccccc3n2)n1	-13.0%
COc1cc(C(=O)NCc2ccc(S(N)(=O)=O)cc2)ccc1OCC(=O)Nc1cccc(C(F)(F)F)c1	-2.8%
CCc1cccc(NC(=O)Cc2nc(-c3ccc(OC)cc3)no2)c1	-14.8%
Cc1onc(-c2ccccc2)c1C(=O)OCC(=O)N1CCN(c2ccccc2)CC1	16.9%
CC1CCCN(c2csc3ccccc3c2=O)C1 (stereo unspecified)	-4.3%
Cc1cccc(-n2c(=O)c3ccccc3n(Cc3ccc(F)cc3)c2=O)c1	3.0%
Cc1cc(Nc2c(C)n(C)n(-c3ccccc3)c2=O)n2c(nc3cc(F)c(F)cc32)c1C#N	-5.4%
Cn1c(C(=O)NC2CCCCCC2)cc2c(=O)n(C)c3ccccc3c21	10.2%
O=C(Cn1sc2ccccc2c1=O)Nc1ccc(F)cc1	-36.5%[inhibitor]
C[C@H]1CN([C@@H](C)CO)S(=O)(=O)c2ccc(Br)cc2O[C@@H]1CN(C)C(=O)CCN1CCCCC1	2.9%
CC(=O)Nc1cccc(C(=O)Nc2cc(C(F)(F)F)ccc2-n2cncn2)c1	1.3%
CC(Oc1ccc(Br)cc1)C(=O)Nc1nnc(C2CC2)s1 (stereo unspecified)	-15.6%
COc1ccc(C2CC(c3ccccc3)=NN2C(=O)COC(=O)C2(C)CC2(Cl)Cl)cc1 (stereo unspecified)	8.2%
